Screening results: PubChem, several laboratories
NOD1 inhibition = inhibition of NOD1-driven NF-kB reporter – cell-based, luminescence, uHTS, primary screen (AID 1578); NOD1-driven NF-kB luciferase reporter cells, luminescence; higher % means a stronger effect; inhibition, % at 4 µM, or EC50 in µM where a hit was titrated; 290,000 compounds, 1% hits; in the data active = inhibition mostly above about 36%, no sharp cut-off; inactive = mostly below about 34%;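 also: HEK-293T reporter cells stimulated with the NOD1 agonist gamma-tri-DAP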
MgcRacGAP inhibition = MgcRacGAP GTPase-activating activity inhibitors, confirmation, biochemical, ADP Hunter fluorescence. inhibition, % at 30 µM, or IC50 in µM where a hit was titrated. 340,000 compounds, 0.6% hits. MgcRacGAP-stimulated Rac1 GTP hydrolysis, ADP Hunter fluorescence; higher % means a stronger effect; GST-tagged Rac1 F28L mutant substrate;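 active = first-screen hits whose inhibition reached a set limit at any dose in the follow-up dose series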;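 also: fluorescence reports GDP produced by GAP-driven GTP hydrolysis; strong numbers were not always called active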
KOR beta-arrestin-1 = kappa opioid receptor activators – cell-based, luminescence, uHTS, primary screen (AID 1777) | 280,000 compounds, 0.02% hits | KOR beta-arrestin recruitment, luminescence; higher % means a stronger effect | activation, % at 10 µM, or EC50 in µM where a hit was titrated; in the data active = activation above about 50%, passing the limit was not always enough; also: a part of the inactive calls stands beside numbers as strong as those of hits
KOR beta-arrestin-2 = KOR antagonists, beta-arrestin recruitment, cell-based, luminescence, uHTS (AID 1778); KOR beta-arrestin recruitment, luminescence, antagonist mode; higher % means a stronger effect; inhibition, % at 10 µM; hits with a dose series show IC50 in µM; 290,000 compounds, 0.091% hits; also: strong numbers were not always called active
GPR55 antagonists = GPR55 antagonists blocking LPI-driven arrestin recruitment, primary screen, imaging, U2OS, beta-arrestin-GFP, LPI agonist (AID 2013). 290,000 compounds, 0.13% hits. one-dose inhibition, % at 10 µM; IC50 in µM for titrated hits. U2OS GPR55 beta-arrestin-GFP translocation imaging, LPI antagonism; higher % means a stronger effect;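 active = spots per cell inhibited over 60%, with over 100 cells counted and total cytoplasm intensity under 500,000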;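 also: U2OS cells stably carrying GPR55 and arrestin-GFP stimulated by 5 µM LPI near EC80; imaged beta-arrestin-GFP aggregate spots per cell after agonist stimulation; plate controls were LPI-stimulated DMSO wells for no effect and DMSO wells without LPI for full effect; some results filed as inactive read as strong as hits; confirmed hits need IC50 under 10 µM and bright autofluorescent wells are also inconclusive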
Large T inhibition = TAg ATPase/helicase activity blockers – biochemical (AID 1903). SV40 large T antigen ATPase/helicase inhibition assay; higher % means a stronger effect. inhibition, % at 20 µM; hits with a dose series show IC50 in µM. 310,000 compounds, 0.39% hits; in the data active = a potency from the dose series; also: strong numbers were not always called active
GPR55 beta-arrestin = selective activators of receptor GPR55 – imaging, U2OS cells, beta-arrestin-GFP redistribution, primary screen (AID 1961) | activation, % at 10 µM, or EC50 in µM where a hit was titrated | U2OS GPR55 beta-arrestin-GFP redistribution imaging; higher % means a stronger effect | 290,000 compounds, 0.048% hits;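 active = activation above 40% with more than 50 cells counted in the well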;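 also: U2OS osteosarcoma cells stably expressing GPR55 and beta-arrestin-GFP; plate controls were DMSO negative control for no effect and LPI positive control for full effect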
HEK293 NOD2/NF-kB = inhibition of NOD2-driven NF-kB reporter – cell-based, luminescence, uHTS, HEK293 (AID 1566). HEK293 NOD2/NF-kB luciferase reporter, luminescence; higher % means a stronger effect. one-dose inhibition, % at 4 µM; EC50 in µM for titrated hits. 290,000 compounds, 0.63% hits; also: many of its hits are not listed in these tables
HIV fusion peptide = inhibitors of HIV fusion peptide binding, primary screen, biochemical, uHTS, fluorescence dequenching (AID 1986); cell-free peptide binding, fluorescence dequenching, 30 min; higher % means a stronger effect; one-dose inhibition, % at 20 µM; IC50 in µM for titrated hits; 290,000 compounds, 0.3% hits; in the data active = inhibition mostly above about 52%, no sharp cut-off; inactive = mostly below about 76%; also: some results filed as inactive read as strong as hits
* = called active by the depositor; / = no result given; [ ] = another dose, or the depositor's remark. Rule as the data show it, unless noted: active = inhibition above about 50%; inactive = the rest. An excerpt. The share of hits here may be higher or lower than overall.

SMILES | NOD1 inhibition | MgcRacGAP inhibition | KOR beta-arrestin-1 | KOR beta-arrestin-2 | GPR55 antagonists | Large T inhibition | GPR55 beta-arrestin | HEK293 NOD2/NF-kB | HIV fusion peptide
Cc1noc(NS(=O)(=O)c2ccc(N/C=C\C(=O)c3ccccc3)cc2)c1C | -31.8% | 2.7% | 0.4% | -14.3% | 0.1% | 12.3% | -0.8% | 12.3% | 2.8%
Cc1ccc(C2CCN(C(=S)NC(C)C)C2)cc1 (stereo not drawn) | -25.9% | 5.2% | 0.3% | 16.1% | 3.0% | 8.4% | 0.1% | 12.2% | 0.9%
CCn1ncc(/C=N/N=C2\CCC3C4CCc5cc(O)ccc5C4CCC23C)c1C (stereo not drawn) | 4.8% | 8.2% | -1.6% | -17.8% | 15.6% | 9.3% | -0.2% | -7.0% | -1.0%
Cn1nccc1C(=O)N1CCC(Cc2ccccc2)CC1 | 5.5% | -5.6% | -1.6% | 20.8% | 11.3% | 11.7% | 0.0% | 10.3% | -0.2%
COC(=O)c1ccc(N/N=C/c2cc([N+](=O)[O-])cc(OC)c2O)cc1 | -49.6% | 2.4% | -8.0% | -4.6% | 4.9% | 1.2% | 0.2% | -53.2% | -0.1%
CC1CCCN(c2ccc([N+](=O)[O-])s2)C1 (stereo not drawn) | -15.5% | 16.2% | -9.7% | 19.7% | 12.3% | 9.7% | -0.6% | -23.3% | 14.5%
ClCc1csc(-c2ccccc2Cl)n1 | -6.5% | 7.3% | -0.9% | -9.4% | -4.0% | 22.6% | 0.2% | 24.0% | 1.0%
CC(C)COP(=O)(OCC(C)C)C(O)c1ccc2c(c1)OCO2 (stereo not drawn) | 2.9% | 2.2% | 4.4% | -17.4% | 1.9% | 12.3% | -0.3% | 14.0% | -1.0%
CCOC(=O)N1CCN(C(=O)c2ccc(C)c(S(=O)(=O)Nc3ccccc3)c2)CC1 | -0.5% | 7.9% | 1.2% | -33.0% | -11.9% | -6.3% | -0.2% | 9.4% | -0.4%
COc1ccc(N(CC(=O)NCc2cccnc2)S(=O)(=O)c2ccc(C)c([N+](=O)[O-])c2)cc1 | -18.5% | 8.9% | 6.4% | -34.3%[20 µM] | 3.0% | 1.0% | -0.1% | 16.0% | 0.3%
COCCn1c(SCc2cccc([N+](=O)[O-])c2)nc2ccccc2c1=O | -4.1% | 4.3% | -5.1% | -7.5% | 4.5% | 9.0% | 0.0% | 5.1% | -1.4%
Cc1ccc2[nH]c(=O)c(NC(N)=S)nc2c1 | -13.6% | 21.0% | -0.6% | -6.8% | -12.5% | 9.3% | 0.2% | -0.9% | -4.2%
COc1cc(OC)c(OC)cc1CN1CCN(C(=O)CC(C)C)CC1 | -29.7% | 12.8% | 4.5% | 10.4% | 12.6% | 8.2% | -0.2% | 8.4% | -0.6%
Cn1nccc1C(=O)Nn1cnnc1 | -4.8% | 7.0% | -7.4% | -13.4% | 10.3% | -3.6% | 0.1% | 2.4% | 0.5%
Cc1cc(C)n(CC(C)NC(=O)c2cc(COc3ccc(F)c(F)c3)on2)n1 (stereo not drawn) | -20.5% | 7.8% | -5.5% | 25.8% | -4.4% | / | -0.2% | -22.9% | 0.1%
COc1ccccc1C(=O)NNC(=O)c1cccc(Cl)c1 | -3.3% | -3.3% | / | -42.8%[20 µM] | 4.9% | / | -0.1% | -101.4% | -0.4%
Cc1ccc(/C=C/C(=O)c2ccccc2O)cc1 | -4.3% | 7.5% | 5.2% | -32.4% | 1.9% | 11.7% | 0.2% | -46.7% | -1.5%
CC(C)(C)c1ccc(C(=O)Nc2ccc(C(=O)N3CCOCC3)cc2)cc1 | -27.9% | 11.6% | 8.2% | -16.4% | 13.0% | 7.9% | -0.1% | 8.6% | 0.5%
Cc1ccsc1/C=N/NC(=O)c1cccs1 | -26.0% | -0.3% | -2.5% | -28.6% | 13.8% | 5.0% | 0.3% | -43.5% | -0.3%
O=C(NCCCC1CCCC1)C1CCC(=O)N(Cc2cccc(F)c2)C1 (stereo not drawn) | 32.8% | 6.7% | -1.1% | 31.7% | 3.2% | 22.6% | 0.4% | -25.2% | -2.0%
CCCCOc1ccc(C2(C(=O)O)CCCC2)cc1 | -21.7% | 6.9% | 1.9% | 22.4% | 2.5% | 8.9% | -0.1% | -12.1% | 2.6%
Cc1ccc(C)c(Cn2cnc3c(nnn3-c3ccc(F)cc3)c2=O)c1 | -10.5% | -4.4% | -0.5% | 18.4% | 32.3% | -6.9% | -0.1% | 11.0% | -1.6%
COC(=O)CCC(=O)Nc1ccc(S(=O)(=O)N2CCc3ccccc32)cc1 | 1.3% | 13.2% | -2.7% | 12.0% | 1.7% | 5.6% | -0.1% | 8.7% | 0.1%
Cc1cc(C)cc(C(N)=Nc2cccc(C#N)c2)c1 | -6.9% | 9.2% | -4.0% | -5.3% | -3.2% | 11.6% | -0.1% | -16.4% | -1.4%
N#C/C(=C\c1ccc(OC(=O)c2ccc(Br)s2)cc1)c1nc2ccccc2[nH]1 | -28.6% | 8.0% | -1.1% | -12.5% | 2.8% | 9.8% | 0.3% | -109.4% | 7.3%
CCOc1ccc2cc(/C=C/C(=O)c3ccco3)c(Cl)nc2c1 | 1.7% | 5.6% | 0.1% | 11.6% | 7.6% | 8.4% | -0.1% | -69.8% | 25.8%
CCC(C)N1CC23C=CC(O2)C(C(=O)OCc2ccccc2)C3C1=O (stereo not drawn) | -2.3% | -0.6% | -2.4% | -9.8% | 12.4% | 0.4% | 0.2% | 0.1% | 1.1%
O=C(O)/C=C/C(=O)N1CCN(S(=O)(=O)c2cc(C(F)(F)F)ccc2Cl)CC1 | -10.5% | 0.1% | 4.4% | -1.9% | 1.6% | 0.0% | -0.3% | 16.9% | 2.6%
O=S(=O)(NCc1ccccn1)c1ccccn1 | -15.4% | 12.4% | -1.9% | -27.9%[20 µM] | 0.4% | 9.8% | -0.1% | 8.6% | 1.4%
CCOc1cc(C)c(Cl)cc1S(=O)(=O)NCc1ccc2c(c1)OCO2 | -24.8% | -2.9% | -0.1% | -8.4% | 5.2% | 4.3% | -0.2% | -21.2% | 0.8%
CC(=O)NS(=O)(=O)c1ccc(N2C(=O)CC(Sc3nccc(C)n3)C2=O)cc1 (stereo not drawn) | -12.4% | 7.1% | -0.1% | -35.7%[20 µM] | 17.4% | 8.5% | -0.1% | -6.6% | 1.5%
CCCN(CC1CC1)c1nc(N)c2c(N)nc(OC)cc2c1C#N | 20.4% | -3.7% | 2.8% | -18.9% | 9.9% | -1.2% | -0.2% | 1.4% | -1.6%
CCOC(=O)c1ccc(COC(=O)CCc2nc3ccccc3[nH]c2=O)o1 | / | 6.9% | -0.4% | -1.4% | 10.3% | 4.1% | -0.1% | 0.2% | 3.2%
O=C(CN1CCN(c2ccc(F)cc2)CC1)NCc1ccc(Cl)cc1 | -17.6% | 11.1% | -1.8% | 5.5% | 6.2% | 5.8% | -0.2% | 2.7% | -1.5%
CCCSc1nnc2[nH]c(=O)cc(N)n12 | -42.5% | 5.7% | 6.1% | -10.2% | -1.2% | 7.2% | -0.3% | 11.2% | 3.8%
CCCN1CC=C2C(C#N)=C(N)C(C#N)(C#N)C(c3cc(OC)ccc3OC)C2C1 (stereo not drawn) | -13.8% | 6.5% | 3.4% | -31.0% | 7.3% | 10.8% | -0.1% | 19.3% | -1.1%
Nc1ccc(C(=O)NCCCSc2ccccc2)cc1[N+](=O)[O-] | 38.4% | 6.7% | 1.0% | -5.8% | -9.2% | 8.8% | -0.1% | 29.6% | 18.1%
Cc1ccc2nsnc2c1S(=O)(=O)N1CCN(CCc2ccccc2)CC1 | -15.6% | 11.6% | -3.5% | 33.3% | 6.5% | 2.7% | 1.4% | 1.8% | -1.2%
CC(C)N(Cc1ccccc1)C(=O)CN1C(=O)NC2(CCCc3ccccc32)C1=O (stereo not drawn) | 3.0% | 4.6% | 8.7% | 8.1% | 8.2% | 24.5% | -0.1% | -0.3% | -0.9%
CCN(CC)S(=O)(=O)c1ccc(-c2nnc(SCC(=O)N3CCOCC3)o2)cc1 | -5.5% | 1.2% | 5.0% | 9.3% | -9.9% | -1.0% | -0.2% | 8.3% | -2.7%
CCN1CCN(Cc2ccc(NC(=O)Nc3ccccc3)cc2)CC1 | -35.2% | 3.8% | -2.0% | 11.3% | -0.1% | 5.2% | -0.1% | -48.2% | -1.5%
O=[N+]([O-])c1ccc(Cl)c(/C=N/n2c(-c3ccncc3)n[nH]c2=S)c1 | 2.2% | 10.9% | 13.5% | 13.8% | -18.7% | 14.8% | -0.1% | -4.5% | -3.4%
O=C(N/N=C/c1cccnc1)C1CCCCC1 | -16.2% | 6.6% | -2.0% | 2.7% | 3.8% | 2.2% | -0.3% | 6.9% | -0.9%
COc1cc(/C=C/CO)cc(OC)c1O[C@@H]1O[C@H](CO)[C@@H](O)[C@H](O)[C@H]1O | -18.2% | 2.6% | -1.4% | 0.0% | 6.5% | 8.6% | -0.1% | 14.3% | 2.6%
CC(C)C(NS(=O)(=O)c1cccc2nsnc12)C(=O)NCc1ccco1 (stereo not drawn) | 2.1% | 2.2% | -1.5% | 19.7% | -6.6% | 10.0% | -0.3% | -5.8% | -0.8%
CCc1ccc(NC(=O)CSCc2ccc(C(=O)O)cc2)cc1 | 18.4% | -4.6% | / | -13.4%[20 µM] | -5.6% | -0.9% | 0.3% | 9.9% | 2.0%
O=C(O)c1ccc2c(c1)C(=O)N(C(Cc1ccccc1)C(=O)O)C2=O (stereo not drawn) | -19.8% | 4.3% | 6.7% | -32.1% | -16.9% | -2.0% | -0.1% | -12.6% | -0.9%
Cc1ccc(/C=N/NC(=O)CNC(=O)c2ccc(S(=O)(=O)N3CCCC3)cc2)o1 | -10.1% | 10.0% | 4.6% | -30.8% | -3.1% | -6.5% | 0.7% | -14.8% | -1.4%
Cn1c(=O)[nH]c(=O)c2c1[nH]c(=S)n2Cc1ccc(Cl)cc1 | -7.5% | 31.7µM* | -2.4% | 5.7% | -0.2% | 34.2% | -0.1% | -1.0% | 3.3%
O=C(N/N=C1\CCCc2ccccc21)c1ccccc1Cl | -37.7% | 3.3% | 1.6% | -7.9% | -1.9% | 7.2% | 0.7% | -37.0% | -0.2%
CC1Cc2nc(SCC(=O)Nc3nccs3)n(Cc3ccccc3)c(=O)c2S1 (stereo not drawn) | -27.3% | -1.1% | 3.1% | 13.8% | -2.0% | 17.6% | -0.1% | 17.6% | 0.1%
